Screening results as filed in PubChem BioAssay.
proKLK7 act – proKLK7 zymogen activators, primary screen, biochemical, fluorescence intensity | actives 0.9% (n = 370,000) | Kallikrein-7 (Homo sapiens), P49862 | purified proKLK7, EDANS-DABCYL substrate fluorescence; 100% is mature enzyme control, 0% vehicle | activation, % at 7 µM | AID 652039, 2013;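 active means activation above the mean of all tested compounds plus 3 SD, computed per campaign excluding outliers beyond control limits, cut at about 13% in these data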
UHRF1 binding – UHRF1 methylated DNA binding inhibitors, primary screen, counter-screen for MBD2 inhibitor project, biochemical, TR-FRET, human UHRF1, single concentration | UHRF1 binding to methylated oligo | actives 0.75% (n = 370,000) | inhibition, % at 4.4 µM; in the data active means inhibition above about 21%;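 further: UHRF1 SRA domain binding a hemimethylated CpG hairpin DNA probe; 0% = median of test compound wells and 100% = reference inhibitor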
DDE Tn6 FP inh – inhibitors of Tn6 peptide binding to fibrin DD(E), primary screen, biochemical, fluorescence polarization, human fibrin, Tn6 probe. Fibrin DD(E) TRITC-Tn6 fluorescence polarization displacement. inhibition, % at 8.3 µM. actives 0.21% (n = 370,000). AID 720509, 2013;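 active means inhibition above a per-campaign cutoff: mean of compounds within control limits plus 3 SD, cut at about 15% in these data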;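 further: 0% = median of all compound wells on the plate and 100% = blocking peptide control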
PLCg1 inh – PLC-gamma1 enzyme inhibitors, primary screen, biochemical, fluorescence, purified enzyme; inhibition, % at 12.2 µM; actives 0.84% (n = 370,000); fluorogenic substrate; 1-phosphatidylinositol 4,5-bisphosphate phosphodiesterase gamma-1 (Homo sapiens), P19174; in the data active means inhibition above about 9.5%
ASAP1 inh – inhibitors of human ASAP1 ArfGAP activity, primary screen, biochemical, fluorescence polarization | ASAP1-stimulated ARF1 GTP hydrolysis, GDP FP detection | actives 0.19% (n = 360,000) | inhibition, % at 16.5 µM | Arf-GAP with SH3 domain, ANK repeat and PH domain-containing protein 1 (Homo sapiens), … | AID 624377, 2012; in the data active means inhibition above about 25%;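 further: 0% = vehicle with enzyme and substrate and 100% = no enzyme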
PLCb3 inh – human PLC-beta3 inhibitors, primary screen, biochemical, fluorescence; AID 720704, 2013; Purified PLC-beta3, fluorogenic substrate; actives 0.18% (n = 370,000); 1-phosphatidylinositol 4,5-bisphosphate phosphodiesterase beta-3 (Homo sapiens), Q01970; inhibition, % at 12.2 µM; in the data active means inhibition above about 11%;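 further: 0% = median of compound wells on plate and 100% = full blocker control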
Target sequence (Q01970 whole entry, looked up): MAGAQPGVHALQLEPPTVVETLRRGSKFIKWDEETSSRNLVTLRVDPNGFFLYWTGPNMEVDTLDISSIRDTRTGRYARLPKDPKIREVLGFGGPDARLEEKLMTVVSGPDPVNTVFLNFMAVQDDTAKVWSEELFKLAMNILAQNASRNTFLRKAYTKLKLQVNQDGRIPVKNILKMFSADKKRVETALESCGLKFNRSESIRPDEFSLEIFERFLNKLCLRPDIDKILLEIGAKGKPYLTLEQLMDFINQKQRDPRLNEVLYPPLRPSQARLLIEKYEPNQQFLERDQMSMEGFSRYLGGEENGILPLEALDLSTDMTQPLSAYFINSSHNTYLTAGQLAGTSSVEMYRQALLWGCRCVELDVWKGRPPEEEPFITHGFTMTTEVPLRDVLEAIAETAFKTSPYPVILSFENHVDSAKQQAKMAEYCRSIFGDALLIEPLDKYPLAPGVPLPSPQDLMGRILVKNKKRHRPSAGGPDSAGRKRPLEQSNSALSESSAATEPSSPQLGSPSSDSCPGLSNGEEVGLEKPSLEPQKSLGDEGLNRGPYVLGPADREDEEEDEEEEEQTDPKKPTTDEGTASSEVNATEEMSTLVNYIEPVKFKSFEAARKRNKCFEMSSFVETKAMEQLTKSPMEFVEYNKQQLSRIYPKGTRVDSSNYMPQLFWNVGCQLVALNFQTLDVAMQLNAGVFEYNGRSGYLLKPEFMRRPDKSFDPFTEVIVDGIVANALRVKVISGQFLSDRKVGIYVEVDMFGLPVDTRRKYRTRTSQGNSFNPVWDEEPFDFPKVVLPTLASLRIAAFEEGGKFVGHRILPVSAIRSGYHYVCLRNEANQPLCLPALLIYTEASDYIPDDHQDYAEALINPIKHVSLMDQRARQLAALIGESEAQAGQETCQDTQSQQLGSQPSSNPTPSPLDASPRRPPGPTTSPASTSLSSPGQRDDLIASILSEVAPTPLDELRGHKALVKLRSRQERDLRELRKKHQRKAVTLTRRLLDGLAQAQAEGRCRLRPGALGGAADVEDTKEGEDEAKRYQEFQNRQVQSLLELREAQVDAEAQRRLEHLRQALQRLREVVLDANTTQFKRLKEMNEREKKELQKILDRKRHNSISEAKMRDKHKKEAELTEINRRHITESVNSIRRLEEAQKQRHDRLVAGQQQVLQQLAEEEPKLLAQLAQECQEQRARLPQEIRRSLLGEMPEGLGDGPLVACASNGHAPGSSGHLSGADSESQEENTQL
HGIII-sPLA2 inh – human group III sPLA2 inhibitors, primary screen, biochemical, QFRET, BODIPY PC-A2 liposome substrate; actives 0.56% (n = 370,000); Group 3 secretory phospholipase A2 (Homo sapiens), Q9NZ20; AID 743126, 2013; inhibition, % at 12.2 µM; QFRET BODIPY PC-A2 liposome hydrolysis, fluorescence;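 active means inhibition above mean plus 3 SD of compounds lying within the high and low control bounds, cut at about 19% in these data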;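 further: 0% = median of test compound wells and 100% = no enzyme DMSO wells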
Rev-erbA mod – modulators of Rev-erb alpha DNA binding, primary screen, biochemical, FITC-DNA, fluorescence polarization, uHTS | AID 1259318, 2017 | actives 0.79% (n = 370,000) | activity, % at 10 µM | Nuclear receptor subfamily 1 group D member 1 (Homo sapiens), P20393 | Rev-erbα–FITC-DNA binding, 90 min;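 active means activity above about 14%, limit read from the data; passing the limit was not always enough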;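 further: 0% = DMSO wells with 35 nM protein and 100% = DMSO wells with 750 nM protein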
ARFGAP1 inh – inhibitors of rat ARFGAP1 GAP activity, primary screen, biochemical, fluorescence polarization, GDP tracer; inhibition, % at 16.5 µM; ADP-ribosylation factor GTPase-activating protein 1 (Rattus norvegicus), Q62848; actives 0.26% (n = 360,000); Arfgap1-stimulated ARF1 GTP hydrolysis, GDP FP detection;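 active means inhibition above a per-plate limit, mean inhibition of low control wells plus 3 SD, cut at about 25% in these data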;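 further: 0% = DMSO wells with enzyme and 100% = wells lacking Arfgap1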
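Material: truncated rat Arfgap1 GAP domain; Incubation: compound-enzyme preincubation 20 min, reaction 120 min, detection 60 min, 25 °C; Read-out: percent inhibition of Arfgap1-stimulated GTP hydrolysis; Technique: FP, GDP Alexa 633 tracer displaced from anti-GDP antibody, 620/688 nm; Controls: No-Arfgap1 wells (100%) versus DMSO full-reaction wells (0%); Replication: single well per compound.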
Tn7 DDE FP – inhibitors of Tn7 peptide binding to fibrin DD(E), primary screen, biochemical, fluorescence polarization, human fibrin, Tn7 probe | Fibrinogen beta chain (Homo sapiens), P02675 | AID 720508, 2013 | FP displacement of FITC-Tn7 peptide from fibrin DD(E); 0% = median of compound wells per plate | inhibition, % at 8.3 µM | actives 0.13% (n = 370,000);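 active means inhibition above the mean of compounds falling within the control limits plus 3 SD of them, cut at about 14% in these data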;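 further: 0% = plate median of compound wells and 100% = 10 µM Aha-Tn7 peptide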
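Assay system: Human fibrin DD(E) protein | Medium: Tris buffer with calcium and detergent, pH 7.8 | Reagent: 0.1 µM fluorescent Tn7 | Compound dosing: Single point at 8.3 µM | Times: 10 min preincubation, 3 h with tracer, room temperature | Detection: Fluorescence polarization of the labelled Tn7 tracer | Controls: Aha-Tn7 high control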
Numbers without * were called inactive.

Screening O=[N+]([O-])c1ccc(C(O)CN2CCN(Cc3ccccc3)CC2)cc1 (stereo not given) returned proKLK7 act -0.8, UHRF1 binding 1, DDE Tn6 FP inh -1, PLCg1 inh 2, ASAP1 inh -7, PLCb3 inh -2, HGIII-sPLA2 inh 1, Rev-erbA mod 0, ARFGAP1 inh 0 and Tn7 DDE FP -6.
For Cc1nnc(SCC(=O)N(CC(C)C)C2CCS(=O)(=O)C2)s1 (stereo not given) the results were proKLK7 act 8.1, UHRF1 binding 1, DDE Tn6 FP inh -2, PLCg1 inh 3, ASAP1 inh -7, PLCb3 inh 0, HGIII-sPLA2 inh 11, Rev-erbA mod 5, ARFGAP1 inh -1 and Tn7 DDE FP 0.
Cn1nc(C(=O)Nc2ccc(S(=O)(=O)N3CCCCC3)cc2)c2ccccc2c1=O was read as proKLK7 act -5.3, UHRF1 binding -3, DDE Tn6 FP inh 0, PLCg1 inh -2, ASAP1 inh 3, PLCb3 inh -6, HGIII-sPLA2 inh -27, Rev-erbA mod 6, ARFGAP1 inh -1 and Tn7 DDE FP 5.
`Cn1ncc(Br)c1C(=O)NC1C2CC3CC(C2)CC1C3` (stereo not given) gave proKLK7 act 0.2, UHRF1 binding 5, DDE Tn6 FP inh -2, PLCg1 inh 2, ASAP1 inh 0, PLCb3 inh -2, HGIII-sPLA2 inh -9, Rev-erbA mod 1, ARFGAP1 inh -21 and Tn7 DDE FP 2.
For CCCCOCCCNC(=O)N[C@H](C(=O)OC)C(C)C the results were proKLK7 act -0.5, UHRF1 binding -3, DDE Tn6 FP inh 1, PLCg1 inh 3, ASAP1 inh 0, PLCb3 inh 3, HGIII-sPLA2 inh 7, Rev-erbA mod -1, ARFGAP1 inh 10 and Tn7 DDE FP -2.
Screening Cc1c(C)c2ccc(OCC(=O)N3CCN(c4ccc(F)cc4)CC3)c(C)c2oc1=O returned proKLK7 act 0.0, UHRF1 binding -3, DDE Tn6 FP inh -6, PLCg1 inh -6, ASAP1 inh 2, PLCb3 inh -8, HGIII-sPLA2 inh 0, Rev-erbA mod 1, ARFGAP1 inh -8 and Tn7 DDE FP 6.
`O=[N+]([O-])c1ccc(N2CCCCC2)cc1N1CCOCC1` gave proKLK7 act -0.2, UHRF1 binding -13, DDE Tn6 FP inh -2, PLCg1 inh 1, ASAP1 inh -6, PLCb3 inh 2, HGIII-sPLA2 inh -7, Rev-erbA mod 12, ARFGAP1 inh -12 and Tn7 DDE FP -6.
CCOC(=O)Cc1cc(=O)n2[nH]c(C)c(-c3ccc(OC)cc3)c2n1 was read as proKLK7 act -2.2, UHRF1 binding -2, DDE Tn6 FP inh -7, PLCg1 inh -51, ASAP1 inh 1, PLCb3 inh -69, HGIII-sPLA2 inh -22, Rev-erbA mod -2, ARFGAP1 inh 1 and Tn7 DDE FP -8.
Screening CCOc1ccc(C(=O)Nc2ccc(S(=O)(=O)N3CCN(C)CC3)cc2)cc1 returned proKLK7 act 0.3, UHRF1 binding 5, DDE Tn6 FP inh -2, PLCg1 inh 5, ASAP1 inh 8, PLCb3 inh -1, HGIII-sPLA2 inh 1, Rev-erbA mod 1, ARFGAP1 inh 7 and Tn7 DDE FP -1.
`CCCCN1CCc2c1nc1ccc(Br)cc1c2N` gave proKLK7 act 5.6, UHRF1 binding 0, DDE Tn6 FP inh 0, PLCg1 inh -99, ASAP1 inh -1, PLCb3 inh -102, HGIII-sPLA2 inh -21, Rev-erbA mod 5, ARFGAP1 inh 13 and Tn7 DDE FP -1.
Cn1c(=O)c([N+](=O)[O-])c(Oc2ccccc2)c2ccccc21 was read as proKLK7 act 0.1, UHRF1 binding 0, DDE Tn6 FP inh -3, PLCg1 inh -18, ASAP1 inh -9, PLCb3 inh -18, HGIII-sPLA2 inh -5, Rev-erbA mod 7, ARFGAP1 inh 9 and Tn7 DDE FP -4.
CC1(C)S[C@@H]2[C@H](NC(=O)COc3ccccc3)C(=O)N2C1C(=O)OCC1CCCCC1 (stereo not given in full) was read as proKLK7 act -0.2, UHRF1 binding -1, DDE Tn6 FP inh -3, PLCg1 inh -3, ASAP1 inh -12, PLCb3 inh -1, HGIII-sPLA2 inh -4, Rev-erbA mod 3, ARFGAP1 inh -7 and Tn7 DDE FP 8.
For Cc1occc(=O)c1OCc1ccc(F)cc1 the results were proKLK7 act 0.4, UHRF1 binding 1, DDE Tn6 FP inh -2, PLCg1 inh 6, ASAP1 inh 0, PLCb3 inh 0, HGIII-sPLA2 inh -3, Rev-erbA mod 7, ARFGAP1 inh 3 and Tn7 DDE FP 3.
Screening COc1ccc(C2CC(c3ccc(F)cc3)n3nc(NS(C)(=O)=O)nc3N2)cc1 (stereo not given) returned proKLK7 act 0.8, UHRF1 binding 0, DDE Tn6 FP inh 4, PLCg1 inh -1, ASAP1 inh -2, PLCb3 inh -6, HGIII-sPLA2 inh 0, Rev-erbA mod 4, ARFGAP1 inh 0 and Tn7 DDE FP 4.
`COc1ccc(NC(=O)C2CCN(S(=O)(=O)c3c(C)noc3/C=C/N(C)C)CC2)cc1` gave proKLK7 act -1.7, UHRF1 binding 2, DDE Tn6 FP inh -3, PLCg1 inh -9, ASAP1 inh -3, PLCb3 inh -25, HGIII-sPLA2 inh 0, Rev-erbA mod -2, ARFGAP1 inh 7 and Tn7 DDE FP -4.
For Cc1cc(C)c2c(c1)[C@@H]1C=CC[C@@H]1[C@H](c1ccc(S(=O)(=O)N3CCOCC3)cc1)N2 the results were proKLK7 act -0.7, UHRF1 binding -1, DDE Tn6 FP inh 3, PLCg1 inh -23, ASAP1 inh -7, PLCb3 inh -24, HGIII-sPLA2 inh -4, Rev-erbA mod -8, ARFGAP1 inh 0 and Tn7 DDE FP 5.
`Cc1ccc(N2NC(=O)/C(=C/c3ccc(-c4ccc(Cl)c(C(=O)O)c4)o3)C2=O)cc1` gave proKLK7 act 0.1, UHRF1 binding -1, DDE Tn6 FP inh 4, PLCg1 inh -4, ASAP1 inh 3, PLCb3 inh -4, HGIII-sPLA2 inh -1, Rev-erbA mod -2, ARFGAP1 inh 11 and Tn7 DDE FP 0.
Screening CC(C)S(=O)(=O)C/C(N)=N/OS(=O)(=O)c1ccc(Cl)cc1 returned proKLK7 act -0.5, UHRF1 binding 0, DDE Tn6 FP inh 2, PLCg1 inh 1, ASAP1 inh -7, PLCb3 inh -3, HGIII-sPLA2 inh 10, Rev-erbA mod 5, ARFGAP1 inh -5 and Tn7 DDE FP 0.
COc1cccc(C(=O)C2CCCN(C/C=C/c3ccccc3OC)C2)c1 (stereo not given) was read as proKLK7 act 0.2, UHRF1 binding 0, DDE Tn6 FP inh 3, PLCg1 inh 1, ASAP1 inh 2, PLCb3 inh -7, HGIII-sPLA2 inh -16, Rev-erbA mod -5, ARFGAP1 inh -3 and Tn7 DDE FP -6.
`CCOc1ccc(C(=O)N[C@H](C(=O)O)C(C)C)cc1` gave proKLK7 act 0.3, UHRF1 binding 0, DDE Tn6 FP inh 1, PLCg1 inh 2, ASAP1 inh 3, PLCb3 inh 6, HGIII-sPLA2 inh 6, Rev-erbA mod 3, ARFGAP1 inh 19 and Tn7 DDE FP -7.

Structural class, the compounds so far containing a COOH group
`Cc1ccc(N2NC(=O)/C(=C/c3ccc(-c4ccc(Cl)c(C(=O)O)c4)o3)C2=O)cc1` gave proKLK7 act 0.1, UHRF1 binding -1, DDE Tn6 FP inh 4, PLCg1 inh -4, ASAP1 inh 3, PLCb3 inh -4, HGIII-sPLA2 inh -1, Rev-erbA mod -2, ARFGAP1 inh 11 and Tn7 DDE FP 0.
`CCOc1ccc(C(=O)N[C@H](C(=O)O)C(C)C)cc1` gave proKLK7 act 0.3, UHRF1 binding 0, DDE Tn6 FP inh 1, PLCg1 inh 2, ASAP1 inh 3, PLCb3 inh 6, HGIII-sPLA2 inh 6, Rev-erbA mod 3, ARFGAP1 inh 19 and Tn7 DDE FP -7.

Carrying on.
`Cc1cccnc1C1=NOC(Cc2ccccc2)C(=O)N1CCOc1ccc(F)cc1` (stereo not given) gave proKLK7 act 0.1, UHRF1 binding -2, DDE Tn6 FP inh 2, PLCg1 inh 1, ASAP1 inh 5, PLCb3 inh 1, HGIII-sPLA2 inh -10, Rev-erbA mod -2, ARFGAP1 inh 1 and Tn7 DDE FP 0.
O=C(CN1C(=O)NC2(CCCC2)C1=O)Nc1ccc(Cl)cc1C(F)(F)F was read as proKLK7 act -0.3, UHRF1 binding 0, DDE Tn6 FP inh 7, PLCg1 inh 1, ASAP1 inh 10, PLCb3 inh -6, HGIII-sPLA2 inh 0, Rev-erbA mod 0, ARFGAP1 inh -12 and Tn7 DDE FP -3.
`Cc1cccc(/N=C/c2c(C)[nH]n(-c3ccccc3)c2=O)n1` gave proKLK7 act -0.3, UHRF1 binding -6, DDE Tn6 FP inh 6, PLCg1 inh 1, ASAP1 inh 7, PLCb3 inh -3, HGIII-sPLA2 inh -3, Rev-erbA mod -1, ARFGAP1 inh -6 and Tn7 DDE FP 1.
O=C(NC1CCN(Cc2nnnn2CCc2ccccc2)CC1)c1ccccc1F was read as proKLK7 act -0.1, UHRF1 binding 6, DDE Tn6 FP inh -6, PLCg1 inh 0, ASAP1 inh 2, PLCb3 inh -5, HGIII-sPLA2 inh 6, Rev-erbA mod 0, ARFGAP1 inh 7 and Tn7 DDE FP 0.
Screening CC(=O)Nc1ccc(SCC(=O)N(CCC#N)c2cc(C)cc(C)c2)cc1 returned proKLK7 act 1.0, UHRF1 binding 0, DDE Tn6 FP inh 2, PLCg1 inh 2, ASAP1 inh 2, PLCb3 inh 2, HGIII-sPLA2 inh -3, Rev-erbA mod -4, ARFGAP1 inh 7 and Tn7 DDE FP -1.
